FadD28 FP inh: M. tuberculosis FadD28 bisubstrate binding inhibition; hit rate 0.22% among 360,000; inhibition, % at 12.5 µM; AID 588549; FadD28 bisubstrate probe binding, fluorescence polarization; in the data active = inhibition above about 8.5%, passing the limit was not always enough; inconclusive = no clear call, values can overlap the other calls
GDH-TPI counter: GDH-TPI coupled enzyme inhibition counter-screen; GDH-TPI coupled enzyme counterscreen, NADH absorbance; inhibition, % at 4.8 µM; hit rate 1.2% among 360,000; AID 588335;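 note: 0% = DMSO wells and 100% = wells lacking the enzyme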
VHR inh abs: inhibitors of human VHR1 phosphatase (DUSP3); P51452; recombinant VHR phosphatase, pNPP absorbance; inhibition, % at 13.3 µM; hit rate 0.52% among 290,000; AID 1654; in the data active = inhibition above about 50%; note: some compounds called inactive have numbers as strong as hits
Target sequence (P51452 whole entry, looked up): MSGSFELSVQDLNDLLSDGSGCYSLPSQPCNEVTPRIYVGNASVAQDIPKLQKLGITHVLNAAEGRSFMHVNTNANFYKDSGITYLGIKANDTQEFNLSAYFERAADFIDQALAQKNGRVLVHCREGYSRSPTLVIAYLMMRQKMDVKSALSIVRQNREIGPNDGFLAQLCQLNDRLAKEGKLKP
CCHF vOTU inh: CCHFV vOTU protease inhibition | Pep-AMC fluorescence | inhibition, % at 11.5 µM | hit rate 0.55% among 370,000 | AID 651958; note: 0% = vehicle wells with enzyme and 100% = no enzyme wells
Mtb BioA inh: BioA (M. tuberculosis) enzyme inhibition; purified M. tuberculosis BioA enzyme, plate reader; inhibition, % at 9.99 µM; hit rate 0.096% among 360,000; AID 602481; in the data active = inhibition above about 40%; inconclusive = no clear call, values can overlap the other calls
BoNT-F LC inh: inhibitors of Botulinum neurotoxin F light chain protease; Multiplex microsphere protease cleavage assay, flow cytometry; inhibition, % at 10 µM; hit rate 0.22% among 360,000; AID 588497; in the data active = inhibition above about 35%, passing the limit was not always enough; inconclusive = no clear call, values can overlap the other calls; note: plate controls were buffer without enzyme for full effect and enzyme alone for no effect
UGM FP inh: blocks M. tuberculosis UGM enzyme; purified UGM, fluorescence polarization probe displacement; AID 504406; hit rate 0.06% among 320,000; P9WIQ1; inhibition, % at 10 µM; in the data active = inhibition above about 10%, passing the limit was not always enough; inconclusive = no clear call, values can overlap the other calls
Target sequence (P9WIQ1 whole entry, looked up): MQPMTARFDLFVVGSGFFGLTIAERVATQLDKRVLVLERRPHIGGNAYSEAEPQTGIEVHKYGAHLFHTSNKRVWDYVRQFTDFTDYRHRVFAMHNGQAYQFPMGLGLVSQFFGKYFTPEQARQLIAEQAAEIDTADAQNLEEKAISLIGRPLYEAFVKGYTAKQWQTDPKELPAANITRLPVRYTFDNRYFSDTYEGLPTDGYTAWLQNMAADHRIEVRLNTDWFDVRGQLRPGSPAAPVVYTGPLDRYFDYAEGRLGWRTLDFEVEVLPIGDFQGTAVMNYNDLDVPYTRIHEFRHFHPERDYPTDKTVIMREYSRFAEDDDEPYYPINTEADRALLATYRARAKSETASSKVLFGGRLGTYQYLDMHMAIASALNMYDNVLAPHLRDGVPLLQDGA
Rv3671c inh: inhibitors of M. tuberculosis serine protease Rv3671c. inhibition, % at 5.96 µM. hit rate 0.048% among 320,000. AID 2606; in the data active = inhibition above about 38%;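 note: extracellular domain of Rv3671c used as enzyme; 0% = enzyme with DMSO and 100% = no enzyme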
Mtb FBA inh: inhibitors of M. tuberculosis fructose-bisphosphate aldolase. purified M. tuberculosis FBA, fluorescence read-out. inhibition, % at 1 µM. hit rate 2.3% among 360,000; in the data active = inhibition above about 27%;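 note: 0% = vehicle and 100% = reference inhibitor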
Target sequence (P9WQA3 whole entry, looked up): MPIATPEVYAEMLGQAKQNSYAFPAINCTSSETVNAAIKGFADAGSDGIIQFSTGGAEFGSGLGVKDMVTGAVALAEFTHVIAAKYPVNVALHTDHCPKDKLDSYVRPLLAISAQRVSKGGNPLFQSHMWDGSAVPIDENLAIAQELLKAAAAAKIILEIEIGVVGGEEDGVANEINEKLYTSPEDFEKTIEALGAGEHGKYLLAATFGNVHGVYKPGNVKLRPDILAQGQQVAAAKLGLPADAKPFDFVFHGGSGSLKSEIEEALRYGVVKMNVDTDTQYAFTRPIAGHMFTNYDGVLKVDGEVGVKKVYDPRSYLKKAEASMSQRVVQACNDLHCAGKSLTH
MazEF act: activators of E. coli MazEF toxin-antitoxin RNase | P0AE70 | FAM/BHQ RNA-DNA oligo cleavage fluorescence, 5 h | activation, % at 20 µM | hit rate 0.32% among 350,000 | AID 504720; in the data active = activation above about 50%
Target sequence (P0AE70 whole entry, looked up): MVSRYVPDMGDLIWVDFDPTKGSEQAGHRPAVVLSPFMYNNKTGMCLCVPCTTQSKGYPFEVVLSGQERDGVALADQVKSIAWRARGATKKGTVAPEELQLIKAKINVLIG
* marks the source's active call; other numbers are inactive results; ? = inconclusive; / = not tested or not shown; & = joins results of further samples. Cut-off read from the data, not from the text of the source, unless noted: active = inhibition above about 30%; inactive = the rest.

SMILES	FadD28 FP inh	GDH-TPI counter	VHR inh abs	CCHF vOTU inh	Mtb BioA inh	BoNT-F LC inh	UGM FP inh	Rv3671c inh	Mtb FBA inh	MazEF act
O=C(O)CCCCCCCCc1cn(CCc2c[nH]c3ccccc23)nn1	-2.0	5.2	1.1	0.1	0.1	-6.3	2.2	-2.9	2.1	0.1
CCOC(=O)c1cnc(-c2cccc(OC)c2)[nH]c1=O	-0.2	7.5	-7.3	4.1	-1.0	0.2	2.4	1.7	0.9	8.2
C=CCNC(=S)NNC(=O)c1ccc2c(c1)OCO2	-0.4	0.3	14.0	10.4	-2.1	-7.1	3.2	-0.1	8.6	-4.1
O=C(COC(=O)c1ccc(S(=O)(=O)N2CCCCC2)cc1)Nc1ccccc1Cl	-0.2	-3.5	/	3.2	0.7	6.0	/	/	3.9	-10.1
O=C(Nc1cccn(Cc2c(F)cccc2Cl)c1=O)NC1CCCCC1	1.6	3.2	25.2	10.5	/	-5.9	-1.7	1.9	7.1	4.1
CC1Sc2ccc(S(=O)(=O)NCCc3ccc(Cl)cc3)cc2NC1=O (stereo not drawn)	-15.4	-11.3	35.0	15.7	0.2	-5.3	0.0	2.3	-0.6	10.8
CCCCCCn1c(C(C)O)nc2ccccc21 (stereo not drawn)	-3.2	-1.2	2.9	-3.8	4.0	?	-0.4	3.1	-0.7	-3.2
COc1ccc(C(=O)Nc2ccc3nc(C)sc3c2)cc1OC	-1.5	-1.9	-4.3	-16.8	/	-2.9	4.7	-15.4	2.3	9.7
Cc1ccc(N(C)C(=O)C2CCCN2S(=O)(=O)c2cccc3nsnc23)cc1 (stereo not drawn)	-2.5	2.4	4.4	1.8	1.7	-4.3	-2.2	7.4	1.0	-0.6
CCOc1ccccc1NC(=S)N(CCCN1CCOCC1)Cc1cn(C)c2ccccc12	-1.2	14.2	15.2	7.6	0.1	-7.4	-2.1	0.0	-2.5	-5.0
CCCC(=O)c1cc(F)c(N2CCN(CCC#N)CC2)cc1C	0.6	14.7	19.4	-9.8	-0.5	23.2	-0.1	8.3	0.7	5.1
CCN(c1ccccc1)S(=O)(=O)c1ccc(C(=O)NCc2ccccn2)cc1	-1.1	2.4	/	1.1	3.4	1.8	/	/	1.3	1.5
O=C(Nc1ccccc1)c1ccc(NCCN2C(=O)CCC2=O)c([N+](=O)[O-])c1	0.4	2.8	-7.9	5.1	/	-4.0	0.4	2.7	1.5	50.5*
Cc1ccc(S(=O)(=O)/N=C(/Nc2ccc(F)cc2F)c2ccc(F)cc2)cc1	-0.7	-2.3	8.0	7.2	-0.9	-3.7	-1.9	-7.9	-1.6	8.9
CCCCNC(=O)c1cn(CC)c2cc(N3CCN(C(=O)c4ccco4)CC3)c(F)cc2c1=O	-1.5	12.9	-31.5	-2.8	-0.2	4.8	-3.7	-4.9	22.1	13.1
O=C(Nc1ccc(C(O)c2ccccc2)cc1)[C@H]1C[C@H](O)[C@@H](CO)O1 (stereo partly drawn)	-0.9	-3.6	/	-3.8	-0.7	-1.7	/	/	1.5	/
Clc1ccc(/C=N\Nc2ccccc2)cc1	4.0	-14.5	30.1	6.7	0.7	/	3.6	-3.3	2.4	7.3
CC1(c2ccc(Cl)c(Cl)c2)NC(=S)N2C1NC(=S)N2c1ccccc1 (stereo not drawn)	1.3	9.1	6.2	10.3	0.9	-18.4	0.2	-0.5	2.6	-0.8
CN(C(=O)c1ccccc1[N+](=O)[O-])c1ccccc1C(=O)NCc1ccccc1	-2.4	4.6	31.8	0.5	1.1	2.0	-0.2	-0.5	7.6	-0.4
CCc1ccc(NC(=O)N2CCC(c3ccccc3)C2)cc1 (stereo not drawn)	-0.1	3.7	20.6	-4.7	-2.7	-5.3	-2.4	-9.5	-2.8	-4.2
CC1CN(c2nnc(-c3ccccc3)c3ccccc23)CC(C)O1 (stereo not drawn)	-0.2	6.7	9.9	1.4	/	19.3	-2.6	-6.3	5.2	-2.7
O=C(CN1CCc2ccccc21)Nc1ccc2c(c1)OCO2	-3.7	8.6	18.0	4.5	-1.0	-26.4	0.8	2.9	2.1	4.5
O=S(=O)(NCCNS(=O)(=O)c1cccs1)c1cccs1	-1.8	0.8	36.7	3.2	-2.5	3.5	3.1	3.6	-1.2	-10.1
O=S(=O)(NCC(c1cccs1)N1CCc2ccccc2C1)c1ccccc1 (stereo not drawn)	-4.9	-2.9	/	-0.9	/	-4.8	0.2	0.7	1.7	2.4
COc1cc2[nH]c(Cl)c([N+](=O)[O-])c2cc1OC	?	21.0	3.3	-30.1	0.4	1.4	-0.3	-10.0	1.3	3.3

Profiles as entered above. Screens in order: FadD28 FP inh, GDH-TPI counter, VHR inh abs, CCHF vOTU inh, Mtb BioA inh, BoNT-F LC inh, UGM FP inh, Rv3671c inh, Mtb FBA inh, MazEF act
`O=C(O)CCCCCCCCc1cn(CCc2c[nH]c3ccccc23)nn1` in the list: -2.0, 5.2, 1.1, 0.1, 0.1, -6.3, 2.2, -2.9, 2.1, 0.1
`CC1CN(c2nnc(-c3ccccc3)c3ccccc23)CC(C)O1` (stereo not drawn) in the list: -0.2, 6.7, 9.9, 1.4, /, 19.3, -2.6, -6.3, 5.2, -2.7

(next part)
SMILES	FadD28 FP inh	GDH-TPI counter	VHR inh abs	CCHF vOTU inh	Mtb BioA inh	BoNT-F LC inh	UGM FP inh	Rv3671c inh	Mtb FBA inh	MazEF act
Cc1c(NC(=O)COC(=O)CSc2ccc([N+](=O)[O-])cc2)c(=O)n(-c2ccccc2)n1C	-0.3	16.2	/	9.1	-2.0	-12.9	0.2	-8.1	-2.6	7.2
NC(=S)NN=C1CCC2(CCCCC2)CC1	-1.8	7.0	/	4.6	/	-2.8	/	/	-0.9	10.7
CC1(C(=O)Nc2cccc(C(F)(F)F)c2)Cc2c(-c3ccccc3)ccnc2O1 (stereo not drawn)	-4.6	7.1	/	9.2	-2.2	-6.6	/	/	-1.4	/
O=C(Nc1ccc(Cl)cc1)NC1(C(=O)NCCCN2CCOCC2)CCCCC1	-0.3	3.5	17.5	7.9	0.6	2.4	3.3	6.0	0.0	8.1
COC(=O)CSc1nc2c(c(=O)n(C)c(=O)n2C)n1CCC(C)C	-1.8	6.0	-7.3	2.6	0.1	-0.9	-2.1	-0.8	0.7	5.3
C[C@@H]1CN([C@@H](C)CO)C(=O)CCCn2nncc2CO[C@@H]1CN(C)C(=O)c1ccc(N2CCN(C)CC2)cc1	-1.7	1.0	/	-2.0	0.2&-3.7&-0.2	-2.2	/	/	1.5	0.3
O=C(O)CCC(=O)NNC(=O)CCCOc1ccc(Cl)cc1Cl	-2.8	2.5	7.2	2.7	-0.2	3.2	-0.6	1.6	-0.8	1.9
COC(=O)/C=C1\SC(N)=NC1=O	-1.2	5.6	26.9	4.7	/	-9.8	-0.2	-7.6	-1.0	9.0
CCN(C(=O)c1cccs1)c1nnc(-c2ccncc2)s1	4.5	-7.8	4.8	-0.3	13.4	-1.7	1.0	-1.4	12.0	3.7
Cc1ccc(C)c(NC(=S)NNC(=O)c2sccc2C)c1	-1.8	20.2	8.4	2.8	/	-2.5	0.4	3.2	2.7	-2.0
Cc1cc(Br)cn2c(Cc3ccsc3)c(-c3ccc(F)cc3)nc12	-0.8	/	/	10.6	1.9	2.1	/	/	4.5	/
CCCc1ccc2oc(C(=O)NCc3nnc(C)o3)c(C)c2c1	-0.9	5.3	5.5	-6.1	-2.0	1.9	2.5	/	17.6	-4.1
COc1ccc(NC(=O)CN2C(=O)C(C)Oc3ccc(C)cc32)cc1 (stereo not drawn)	-2.0	-0.8	-22.9	-6.6	-0.2	?	0.6	4.2	-0.5	6.0
CC(=O)c1c(O)c(C)c(-c2ccccc2)n(-c2ccccc2)c1=O	-0.5	5.8	16.5	6.2	-1.2	-4.2	-2.3	3.9	0.8	-1.7
O=C(NCC1CCCO1)c1ccc(COc2ccc(F)cc2)o1 (stereo not drawn)	-1.9	3.7	10.9	-11.4	-0.2	-3.0	-0.5	-2.1	0.7	-6.8
Cc1ccc(Cn2c(=O)c3c(ncn3C)n(C)c2=O)cc1	-1.7	4.4	4.9	-9.8	2.1	-25.0	1.2	4.6	-2.2	-12.3
S=C(c1ccc(-c2ccccc2)o1)N1CCCCC1	-4.5	10.8	1.4	3.7	/	-5.7	2.7	1.2	-2.8	-1.3
COc1ccc(CC(N)c2csc(NC(=O)c3ccc(F)cc3)n2)cc1 (stereo not drawn)	-5.5	4.0	/	-1.0	-1.7	-9.4	/	/	0.3	/
CN(CC(=O)Nc1ccccc1C(=O)N1CCCC1)S(=O)(=O)c1ccc(Cl)cc1	-2.7	3.7	-0.5	7.4	6.0	-0.7	-0.4	0.2	1.5	-3.2
COc1ccc(S(=O)(=O)N(CC(=O)N/N=C/c2cccs2)c2ccc(C)cc2)cc1OC	-1.0	9.7	-5.7	15.3	-2.7	5.1	0.4	-7.6	-1.6	2.7
COc1ccc(Cl)cc1S(=O)(=O)N1CCC(C(=O)NCC2CCCO2)CC1 (stereo not drawn)	-1.2	5.0	-3.8	3.5	1.4	-2.0	0.5	-2.0	0.0	4.9
Cc1cc(N2C(=O)C3CCCN3C2c2ccccc2)no1 (stereo not drawn)	-2.5	1.8	-3.6	-2.4	0.2	-12.4	2.0	-7.2	0.8	-8.6
CCCOc1ccc(/C=N/Nc2ccccn2)cc1OC	-3.6	35.4*	7.8	-2.5	-2.0	-9.2	3.1	5.9	-8.5	-7.5
O=C(c1cc(COc2c(F)cccc2F)on1)N1CCC(c2ccccc2Cl)C1 (stereo not drawn)	-2.5	-3.5	-12.5	10.2	/	-3.0	-1.4	0.3	-1.4	-11.5
CCOC(=O)C1=C(C)Nc2nc(C)nn2C1c1ccc(OCC)c(OC)c1 (stereo not drawn)	-0.8	6.9	-1.6	-1.9	-1.5	1.9	-2.1	3.6	-1.3	7.9

(next part)
SMILES	FadD28 FP inh	GDH-TPI counter	VHR inh abs	CCHF vOTU inh	Mtb BioA inh	BoNT-F LC inh	UGM FP inh	Rv3671c inh	Mtb FBA inh	MazEF act
CC(C(=O)O)n1cnc2sc3c(c2c1=O)CCCC3 (stereo not drawn)	-3.6	0.0	21.5	3.9	/	-3.3	0.0	7.8	-0.9	4.1
CCCCN(C)C(=O)C1CCC(CNS(=O)(=O)c2ccc3c(c2)CC(C)N3C(=O)C2CC2)CC1 (stereo not drawn)	-3.9	4.3	10.7	-2.4	0.4	2.5	0.6	0.1	-2.0	11.7
Cc1ccc(NC(=O)c2cc(=O)n(Cc3ccccc3)c(=O)[nH]2)cc1C	-0.9	19.2	11.1	-8.1	/	5.9	2.9	-2.3	-3.4	6.0
COC(=O)c1[nH]c2ccc(C)cc2c1NS(=O)(=O)c1ccc(F)cc1	-2.7	4.8	17.8	7.6	4.3	?	2.5	8.7	4.0	-2.6
CC1=C2C3OC(=O)C(C)C3CC[C@@]2(C)C=CC1=O (stereo partly drawn)	-1.0	1.4	17.9	-4.3	-0.1	-13.3	2.0	5.6	14.2	2.3
CC(=O)C1=C(C)NC(SCC(N)=O)=C(C#N)C1C (stereo not drawn)	-4.5	-10.5	-2.2	7.7	/	-6.0	-0.2	-4.2	-2.5	-3.0
COCCC(=O)Nc1ccc2c(c1)CN(C(=O)c1ccc(CSC)o1)CC2	-1.5	20.0	1.3	-0.9	2.0	-15.4	0.3	-0.9	2.6	-28.3
Cc1ccc(C(=O)NC(=O)CSc2nnc(C)s2)cc1	-1.0	0.0	17.9	-0.6	-1.2	-7.7	-2.0	0.5	0.7	-5.4
O=C(O)c1cccc(S(=O)(=O)N2CCC(Cc3ccccc3)CC2)c1	-4.9	-2.9	-15.8	-7.9	-0.1	12.8	1.7	0.7	-0.2	2.3

Looked up above:
Cc1ccc(NC(=O)c2cc(=O)n(Cc3ccccc3)c(=O)[nH]2)cc1C – GDH-TPI counter = 19.2
COC(=O)CSc1nc2c(c(=O)n(C)c(=O)n2C)n1CCC(C)C – CCHF vOTU inh = 2.6
O=C(O)CCCCCCCCc1cn(CCc2c[nH]c3ccccc23)nn1 – VHR inh abs = 1.1
Clc1ccc(/C=N\Nc2ccccc2)cc1 – Mtb BioA inh = 0.7
O=C(NCC1CCCO1)c1ccc(COc2ccc(F)cc2)o1 (stereo not drawn) – Mtb BioA inh = -0.2

Bioassay records deposited in PubChem BioAssay by several laboratories.
